# Mtb FBA inh = Mtb fructose-bisphosphate aldolase inhibition; P9WQA3; purified M. tuberculosis FBA, fluorescence read-out; inhibition, % at 1 µM; 360,000 tested, 2.3% active; AID 588726; in the data active = inhibition above about 27%;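 note: 0% = vehicle and 100% = reference inhibitor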
# Target sequence (P9WQA3 whole entry, looked up): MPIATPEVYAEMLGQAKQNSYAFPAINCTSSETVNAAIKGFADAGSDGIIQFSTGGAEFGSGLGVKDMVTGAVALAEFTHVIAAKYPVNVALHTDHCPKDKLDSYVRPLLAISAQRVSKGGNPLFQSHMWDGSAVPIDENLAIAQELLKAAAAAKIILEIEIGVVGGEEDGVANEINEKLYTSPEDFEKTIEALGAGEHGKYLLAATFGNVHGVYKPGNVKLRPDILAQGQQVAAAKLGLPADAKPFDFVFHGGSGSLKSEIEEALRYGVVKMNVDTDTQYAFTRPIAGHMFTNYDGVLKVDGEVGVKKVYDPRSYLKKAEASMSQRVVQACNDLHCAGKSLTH
# BoNT F protease = inhibitors of Botulinum neurotoxin F light chain protease; Multiplex microsphere protease cleavage assay, flow cytometry; inhibition, % at 10 µM; 360,000 tested, 0.22% active; AID 588497; in the data active = inhibition above about 35%, passing the limit was not always enough; inconclusive = no clear call, values can overlap the other calls; note: plate controls were buffer without enzyme for full effect and enzyme alone for no effect
# BioA inh = inhibitors of Mycobacterium tuberculosis BioA enzyme; 360,000 tested, 0.096% active; inhibition, % at 9.99 µM; purified M. tuberculosis BioA enzyme, plate reader; in the data active = inhibition above about 40%; inconclusive = no clear call, values can overlap the other calls
# FadD28 binding = blocks FadD28 binding to the bisubstrate probe | fluorescence polarization | inhibition, % at 12.5 µM | 360,000 tested, 0.22% active | AID 588549; in the data active = inhibition above about 8.5%, passing the limit was not always enough; inconclusive = no clear call, values can overlap the other calls
# Rv3671c inh = Rv3671c (M. tuberculosis) protease inhibition | P9WHR9 | inhibition, % at 5.96 µM | 320,000 tested, 0.048% active | AID 2606; in the data active = inhibition above about 38%;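 note: extracellular domain of Rv3671c used as enzyme; 0% = enzyme with DMSO and 100% = no enzyme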
# MazEF act = activators of E. coli MazEF toxin-antitoxin RNase; P0AE70; FAM/BHQ RNA-DNA oligo cleavage fluorescence, 5 h; activation, % at 20 µM; 350,000 tested, 0.32% active; AID 504720; in the data active = activation above about 50%
# Target sequence (P0AE70 whole entry, looked up): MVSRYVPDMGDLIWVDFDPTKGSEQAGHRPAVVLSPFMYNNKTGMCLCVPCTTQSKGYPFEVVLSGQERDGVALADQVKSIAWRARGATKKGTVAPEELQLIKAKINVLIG
# UGM FP inh = blocks M. tuberculosis UGM enzyme; inhibition, % at 10 µM; 320,000 tested, 0.06% active; AID 504406; purified UGM, fluorescence polarization probe displacement; in the data active = inhibition above about 10%, passing the limit was not always enough; inconclusive = no clear call, values can overlap the other calls
# Target sequence (P9WIQ1 whole entry, looked up): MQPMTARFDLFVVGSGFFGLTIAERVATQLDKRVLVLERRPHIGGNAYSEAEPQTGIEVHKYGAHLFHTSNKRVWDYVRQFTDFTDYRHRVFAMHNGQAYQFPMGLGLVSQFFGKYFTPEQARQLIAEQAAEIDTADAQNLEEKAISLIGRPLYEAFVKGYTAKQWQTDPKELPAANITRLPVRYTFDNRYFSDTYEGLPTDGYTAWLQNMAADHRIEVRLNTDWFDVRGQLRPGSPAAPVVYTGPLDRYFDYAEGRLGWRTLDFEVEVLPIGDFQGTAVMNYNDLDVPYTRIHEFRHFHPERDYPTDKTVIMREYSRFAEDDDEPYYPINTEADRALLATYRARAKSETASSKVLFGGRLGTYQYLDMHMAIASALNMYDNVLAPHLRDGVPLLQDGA
# CCHF vOTU inh = CCHFV vOTU protease inhibition; inhibition, % at 11.5 µM; 370,000 tested, 0.55% active; AID 651958; Pep-AMC fluorescence; note: 0% = vehicle wells with enzyme and 100% = no enzyme wells
# VHR inh abs = inhibitors of human VHR1 phosphatase (DUSP3) | inhibition, % at 13.3 µM | AID 1654 | recombinant VHR phosphatase, pNPP absorbance | 290,000 tested, 0.52% active; in the data active = inhibition above about 50%; note: some compounds called inactive have numbers as strong as hits
# Target sequence (P51452 whole entry, looked up): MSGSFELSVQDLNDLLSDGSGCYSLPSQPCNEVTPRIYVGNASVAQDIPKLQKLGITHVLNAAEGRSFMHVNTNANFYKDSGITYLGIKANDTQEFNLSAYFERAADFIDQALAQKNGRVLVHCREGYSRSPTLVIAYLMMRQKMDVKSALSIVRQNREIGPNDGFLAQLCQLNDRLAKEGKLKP
# GDH-TPI counter = inhibits GDH-TPI coupling enzymes, artifact for Mtb FBA screen; GDH-TPI coupled enzyme counterscreen, NADH absorbance; inhibition, % at 4.8 µM; 360,000 tested, 1.2% active;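 note: 0% = DMSO wells and 100% = wells lacking the enzyme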
# Starred values were filed as active, the others as inactive; ? = inconclusive; · = not tested or not shown. Cut-off read from the data, not from the text of the source, unless noted: active = inhibition above about 30%; inactive = the rest.
# Start of the data: the first 6 records, to show the layout:
smiles,Mtb FBA inh,BoNT F protease,BioA inh,FadD28 binding,Rv3671c inh,MazEF act,UGM FP inh,CCHF vOTU inh,VHR inh abs,GDH-TPI counter
O=C(CN1CCCCC1)Nc1ccccc1Cl,3,-1,·,-4.4,6,5,0.6,-6,15,-14
CC(Sc1nc2ccccc2[nH]1)C(=O)Nc1ccccc1F (stereo not given),2,-8,4.4,-2.9,4,-1,0.0,6,-11,-2
CCCN1C(=O)C2(C(C(=O)c3ccc(C)o3)=C(O)C(=O)N2CCCN2CCOCC2)c2ccccc21 (stereo not given),0,5,-0.4,-1.6,1,-11,0.4,·,14,10
O=C(c1ccc2c(c1)OCO2)N1CCC2(CC1)OCCO2,2,2,-0.3,-2.3,3,0,3.1,-13,1,17
CCOC(=O)/C(=N\Nc1cc(Cl)ccc1Cl)N1CCN(C)CC1,0,-9,-0.1,-2.0,5,0,0.8,-4,-4,22
CCOC(=O)Cc1csc(NC(=O)CSc2nnc(C(C)C)n2C)n1,3,-10,-0.3,-2.8,0,11,-4.3,0,3,4

# All compounds of this part, repeating the preview:
smiles,Mtb FBA inh,BoNT F protease,BioA inh,FadD28 binding,Rv3671c inh,MazEF act,UGM FP inh,CCHF vOTU inh,VHR inh abs,GDH-TPI counter
O=C(CN1CCCCC1)Nc1ccccc1Cl,3,-1,·,-4.4,6,5,0.6,-6,15,-14
CC(Sc1nc2ccccc2[nH]1)C(=O)Nc1ccccc1F (stereo not given),2,-8,4.4,-2.9,4,-1,0.0,6,-11,-2
CCCN1C(=O)C2(C(C(=O)c3ccc(C)o3)=C(O)C(=O)N2CCCN2CCOCC2)c2ccccc21 (stereo not given),0,5,-0.4,-1.6,1,-11,0.4,·,14,10
O=C(c1ccc2c(c1)OCO2)N1CCC2(CC1)OCCO2,2,2,-0.3,-2.3,3,0,3.1,-13,1,17
CCOC(=O)/C(=N\Nc1cc(Cl)ccc1Cl)N1CCN(C)CC1,0,-9,-0.1,-2.0,5,0,0.8,-4,-4,22
CCOC(=O)Cc1csc(NC(=O)CSc2nnc(C(C)C)n2C)n1,3,-10,-0.3,-2.8,0,11,-4.3,0,3,4
COc1ccc(NC(=O)C(C)N2C(=O)c3ccccc3C2=O)c(OC)c1 (stereo not given),2,?,-0.3,-2.3,5,1,0.1,-13,·,9
O=C(NCCC1CCCCN1S(=O)(=O)c1cccs1)C(=O)Nc1ccccc1 (stereo not given),-1,-11,-1.5,-4.5,11,8,-2.4,1,·,-5
CC(C)(O)[C@H]1O[C@H]2CC[C@@]3(C)[C@@](O)(CC[C@H]4Cc5c([nH]c6ccccc56)[C@@]43C)C2=CC1=O,·,·,·,·,2,-12,7.1,·,18,·
Cc1ccccc1OCC(=O)NNC(=O)c1ccc2c(=O)n3c(nc2c1)CCC3,1,?,0.0,0.0,-3,4,0.0,4,·,10
COC(=O)CN1C(=O)[C@H]2[C@@H](c3ccc(C)o3)N3C(=O)CN(CCO)C(=O)[C@@]3(Cc3ccccc3)[C@H]2C1=O,-1,-6,-1.6,-4.0,0,-5,-0.1,6,24,6
CC(C)(C)NS(=O)(=O)c1ccc(NS(C)(=O)=O)cc1,2,-3,-2.0,-1.6,5,6,-0.9,-9,-9,9
O=S(=O)(c1ccc(F)c(F)c1)N1CCCc2ccccc21,4,-16,-1.9,-0.1,7,0,0.1,-12,-2,-4
Cc1ccccc1NC(=O)CNC(=O)Cc1cccc2ccccc12,-1,-5,-0.6,-1.3,-4,1,-1.3,15,·,-12
O=C(CCc1nc2ccccc2c(=O)[nH]1)Nc1nnc(SCc2ccc(Cl)cc2)s1,-1,-2,·,-1.4,4,-81,1.6,-1,·,1
O=C(NCc1ccccn1)C(=O)NCC1OCCCN1S(=O)(=O)c1ccc(F)cc1 (stereo not given),2,8,-0.2,0.0,-8,1,-1.7,8,10,8
CCOC(=O)C1=C(C)N(C[C@@H]2CC[C@@H](Cc3ccc(-c4ccccc4)cc3)O2)C(=O)NC1c1cccc2ccccc12 (stereo not given in full),5,-2,-1.8,-2.6,·,-13,·,12,·,9
CC(C)Cn1c(=S)[nH]c2cc(C(=O)O)ccc2c1=O,-7,-10,0.3,-6.6,-10,-4,2.1,0,19,-3
CCc1ccc(OCCCC(=O)Nc2nccs2)cc1,3,2,·,-2.3,-10,4,-0.5,5,1,4
CCc1ccccc1NC(=O)C(Cc1cccc(OC)c1OC)c1nn[nH]n1 (stereo not given),0,4,-0.5,-0.6,2,-1,1.2,-3,13,18

# Single records, from the list above.
# `O=C(CCc1nc2ccccc2c(=O)[nH]1)Nc1nnc(SCc2ccc(Cl)cc2)s1` in the list: Mtb FBA inh = -1; BoNT F protease = -2; BioA inh = ·; FadD28 binding = -1.4; Rv3671c inh = 4; MazEF act = -81; UGM FP inh = 1.6; CCHF vOTU inh = -1; VHR inh abs = ·; GDH-TPI counter = 1
# `CC(C)(O)[C@H]1O[C@H]2CC[C@@]3(C)[C@@](O)(CC[C@H]4Cc5c([nH]c6ccccc56)[C@@]43C)C2=CC1=O` in the list: Mtb FBA inh = ·; BoNT F protease = ·; BioA inh = ·; FadD28 binding = ·; Rv3671c inh = 2; MazEF act = -12; UGM FP inh = 7.1; CCHF vOTU inh = ·; VHR inh abs = 18; GDH-TPI counter = ·

# Next results.
smiles,Mtb FBA inh,BoNT F protease,BioA inh,FadD28 binding,Rv3671c inh,MazEF act,UGM FP inh,CCHF vOTU inh,VHR inh abs,GDH-TPI counter
Cc1cc(C)cc(NC(=O)C(C)N2C(=O)c3ccccc3C2=O)c1 (stereo not given),3,?,-1.5,-0.3,-1,1,-0.3,-12,35,3
Cc1cc(C)nc(NS(=O)(=O)c2ccc(NC(=O)COc3ccccc3)cc2)n1,2,0,-0.8,-0.6,-1,-1,-0.2,3,32,5
CC(=O)Nc1ccc(NC(=O)c2ccccc2Nc2ccccc2)cc1,-4,-3,1.2,-3.7,8,14,-5.5,7,27,-9
O=C(Nc1ccccc1)Nc1ccc(C(F)(F)F)cn1,3,-12,-1.1,-1.3,0,-2,-1.4,-9,24,0
COc1ccc(Br)cc1/C=N/NC(=O)C[n+]1ccccc1,-4,7,1.1,-1.0,-10,1,2.6,7,-13,24
CSCCC(=O)N1CC[C@@H](N2CCN(c3ccccc3F)CC2)[C@H](O)C1,-4,0,-0.3,-2.9,-2,19,-0.3,-11,-4,-2
CN1C(=O)C(=Cc2ccc(N3CCCCC3)o2)C(=O)N(C)C1=S,-22,100*,·,0.6,-3,-26,1.7,-1,18,5
CC(=O)Nc1ccc(S(=O)(=O)N(CCO)Cc2ccccc2)cc1,4,3,1.7,-1.7,3,-1,-2.0,13,20,7
CCN(CC)C(=O)c1ccccc1NS(=O)(=O)c1cccs1,3,3,-0.9,-0.9,5,6,-1.8,3,23,3
Cc1cc(=O)oc2c(C)c(OCC(=O)N3CCN(Cc4ccc5c(c4)OCO5)CC3)ccc12,21,-2,8.9,-5.8,2,7,0.0,0,-10,-9
CN(c1ccccc1)S(=O)(=O)c1ccc(C(=O)NCc2ccccn2)cc1,3,0,·,-3.5,-3,6,-0.2,-15,15,-2
Cc1nc(NCc2ccccc2)c(C(N)=O)c2c1COC(C)(C)C2,22,1,1.5,0.7,2,-3,-0.4,2,-2,6
CC(=O)Nc1ccc(NC(=O)CSc2ccc(-c3ccc4c(c3)OCO4)nn2)cc1,6,16,·,-2.3,0,-106,-0.2,25,6,6
CCc1c(C(=O)NNC(=S)NCC(C)C)csc1C,-1,-6,-2.2,-0.4,-7,-5,0.0,·,42,4
CN(CC(=O)Nc1cccc(F)c1)C(=O)c1cc(S(=O)(=O)N(C)C)ccc1N1CCCC1,0,-12,0.3,-0.4,3,-2,-4.2,-3,12,9
CNCc1cc(C)n(-c2cc(S(=O)(=O)N3CCOCC3)ccc2N2CCCC2)c1C,-1,-24,1.6,-0.7,·,5,·,3,·,4
CSc1ccc(Cl)c(C(=O)Nc2ccc(N3CCOCC3)cc2)c1,-2,-19,-0.9,-0.2,2,8,-2.8,3,17,0
CC1(C)CC(=O)C=C(c2ccc(Cl)c(C(F)(F)F)c2)C1,0,8,-0.4,1.1,10,-1,-2.4,5,·,-1
CCOc1ccc2[nH]cc(S(=O)(=O)c3ccc(F)cc3)c(=O)c2c1,1,-13,-0.9,-2.8,2,6,2.3,2,46,9
Cc1cccc(NC(=O)CSc2nnc(-c3ccco3)c(-c3ccco3)n2)c1,0,-4,·,5.1,·,1,·,5,34,5

# Next part:
compound | Mtb FBA inh | BoNT F protease | BioA inh | FadD28 binding | Rv3671c inh | MazEF act | UGM FP inh | CCHF vOTU inh | VHR inh abs | GDH-TPI counter
Cn1c(Cn2cnc([N+](=O)[O-])n2)nnc1SCC(=O)Nc1ccccc1 | 2 | -18 | -0.9 | -0.7 | 3 | 8 | 0.2 | -3 | 26 | 1
COc1cc(C(=O)Nc2ccccc2C2COC(=O)C2=N)cc(OC)c1OC (stereo not given) | -1 | 1 | · | -2.8 | -10 | 1 | 0.1 | 3 | -8 | -6
OCCSc1ncnc2c1oc1ccccc12 | -2 | -4 | · | -1.8 | -2 | -6 | 2.8 | 13 | -5 | 9
CNC(=S)N(CCN(C)C)Cc1cc2cc3c(cc2[nH]c1=O)OCO3 | 21 | -3 | -1.0 | -1.7 | -5 | 2 | 1.2 | -57 | 35 | 21
N#C/C(=N\Nc1cccc(C(F)(F)F)c1)C(=O)c1csc(-c2cccnc2)n1 | -16 | ? | · | 4.5 | -4 | -6 | 3.7 | 24 | 23 | 20
O=C(CNc1cccc(Cl)c1)NNC(=S)NCc1ccccc1 | 2 | -5 | 4.3 | 1.3 | 7 | 5 | -0.2 | 2 | -3 | -12
Nc1cc(N)cc(-c2nc3ccccc3o2)c1 | 2 | -25 | -0.7 | -3.3 | -1 | 3 | 2.7 | 0 | · | -5
O=C(c1cc2sccc2n1Cc1ccc(F)cc1)N1CCCc2ccccc21 | 1 | 1 | -1.1 | -2.7 | -11 | -30 | -1.7 | -4 | 0 | 11
CCn1cc(CCCC(=O)NCc2ccccc2OC)c2ccccc21 | 6 | -11 | -1.6 | -1.1 | · | -5 | -1.6 | 15 | -20 | -8
COc1ccccc1N(Cc1cc(=O)[nH]c2ccccc12)C(=O)c1ccccc1 | 2 | 6 | · | -0.1 | -2 | 3 | -1.3 | 11 | 5 | 9
CCOc1ccc2c(c1)C(C)=CC(C)(C)N2S(=O)(=O)c1ccc(NC(C)=O)cc1 | -2 | ? | 3.1 | -8.4 | -9 | 4 | 0.6 | 4 | 25 | 11
COc1ccc(NC(=O)C2=NN(C3CCS(=O)(=O)C3)C(=O)CC2)cc1S(N)(=O)=O (stereo not given) | 0 | -6 | 0.3 | -2.3 | 0 | -3 | 3.2 | -3 | · | 12
O=C(c1ccccc1NS(=O)(=O)c1ccc(F)cc1)N1CCCC1 | 5 | -4 | -4.7 | 0.0 | -1 | -11 | -1.3 | 5 | -8 | 20
CCOC(=O)c1cc(-c2ccc(C)cc2)n(CCC(=O)NCCN(C)C)c1C | 3 | -2 | -0.3 | -0.8 | 1 | 9 | 1.1 | -6 | 25 | -1
CCOC(=O)[C@H]1[C@H]2COc3ccc(OC)cc3[C@@H]2N2C(=O)CN(Cc3ccc(Cl)cc3)C(=O)[C@@]12C | -2 | -1 | -0.7 | 0.0 | -5 | 48 | 0.2 | 1 | · | 7
O=C(Nc1ccc(Oc2ccc(S(=O)(=O)N3CCOCC3)cn2)cc1)c1ccco1 | 2 | 1 | -1.7 | 1.2 | -4 | 7 | 1.1 | -8 | · | 4
CC(=O)c1cc(-c2ccccc2)n(CC(=O)N2CCC(C)CC2)c1C | -1 | -4 | -2.0 | -2.0 | -3 | -14 | 1.5 | · | 18 | 12
COc1ccc(C(C)C)cc1S(=O)(=O)N1CCC(C(=O)NCC2CCCO2)CC1 (stereo not given) | -2 | 4 | 3.0 | -2.7 | 7 | 6 | -1.4 | 22 | 10 | -3

# Screening results as filed in PubChem.
